Source: PubChem BioAssay (several laboratories)
MEKK2wt PB1 HTS = modulators of MEK5 binding to wildtype MEKK2, primary screen, biochemical, multiplex bead flow cytometry, Alexa488-MEK5; hit rate 1.1% among 290,000; Alexa488-MEK5 binding to MEKK2 WT; actives lie on both sides; binding response (% of control), % at 10 µM; Mitogen-activated protein kinase kinase kinase 2 (Homo sapiens), Q9Y2U5; in the data active = binding response below about 67% or above about 130%
MEKK2 mut-MEK5 = MEK5 binding signal on mutant MEKK2 PB1, primary screen, biochemical, multiplex bead flow cytometry, Alexa488-MEK5 | Alexa488-MEK5 binding to MEKK2 mutant | percent response, % at 10 µM | hit rate 0.35% among 290,000; in the data active = percent response above about 24%, passing the limit was not always enough; also: inactives centre near 1; some results filed as inactive read as strong as hits; reference of the scale not given here
MEKK3 PB1 HTS = modulators of MEKK3-MEK5 PB1 binding, primary screen, biochemical, wildtype MEKK3, multiplex bead flow cytometry, Alexa488-MEK5. binding response (% of control), % at 10 µM. bead-based flow cytometry, Alexa488-MEK5 binding to MEKK3; actives lie on both sides; 0 = blocked by unlabeled MEK5, 100 = vehicle. Mitogen-activated protein kinase kinase kinase 3 (Homo sapiens), Q99759. hit rate 1.4% among 290,000;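 active = binding response more than 3 SD above or below the average of its plate-row segment, actives on both sides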;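 also: Alexa488 bead fluorescence after subtracting the streptavidin-only scavenger bead signal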
Target sequence (Q99759 whole entry, looked up): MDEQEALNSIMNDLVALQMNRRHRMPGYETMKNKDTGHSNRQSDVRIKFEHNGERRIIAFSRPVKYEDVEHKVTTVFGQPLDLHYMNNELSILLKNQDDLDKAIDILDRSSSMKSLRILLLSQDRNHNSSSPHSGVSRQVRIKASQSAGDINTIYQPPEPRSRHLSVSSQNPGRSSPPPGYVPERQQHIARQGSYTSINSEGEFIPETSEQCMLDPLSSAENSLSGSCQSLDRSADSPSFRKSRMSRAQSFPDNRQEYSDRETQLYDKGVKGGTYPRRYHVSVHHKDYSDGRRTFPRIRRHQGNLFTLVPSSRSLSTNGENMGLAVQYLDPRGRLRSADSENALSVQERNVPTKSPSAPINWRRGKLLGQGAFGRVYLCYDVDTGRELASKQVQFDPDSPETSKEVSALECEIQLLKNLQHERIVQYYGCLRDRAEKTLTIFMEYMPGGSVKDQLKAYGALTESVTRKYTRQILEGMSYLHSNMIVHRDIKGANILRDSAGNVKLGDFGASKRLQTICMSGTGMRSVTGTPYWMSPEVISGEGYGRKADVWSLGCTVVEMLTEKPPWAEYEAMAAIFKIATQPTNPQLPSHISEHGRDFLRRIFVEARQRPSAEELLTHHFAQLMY
OXTR ag = human OXTR agonists, primary screen, fluorescence, CHO-OTR cells, Fluo-8 calcium; Fluo-8 calcium fluorescence; normalized: DMSO 0%, oxytocin 100%; activation, % at 3 µM; hit rate 0.32% among 320,000;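 active = activation above the mean of all tested compounds plus 3 SD, cutoff set per screening run, cut at about 20% in these data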;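 also: peak over basal fluorescence ratio from a 100 s FLIPR kinetic read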
PHOSPHO1 inh = PubChem AID 1565; Phosphoethanolamine/phosphocholine phosphatase (Homo sapiens), Q8TCT1; recombinant PHOSPHO1, absorbance phosphatase assay; inhibition, % at 13.3 µM; hit rate 1.1% among 290,000; in the data active = inhibition above about 60%
GPR7 antag = GPR7 receptor antagonists, primary screen, cell-based, fluorescence, single concentration. AID 1861, 2009. inhibition, % at 4.4 µM. GPR7-expressing cells, fluorescence antagonist assay. Neuropeptides B/W receptor type 1 (Homo sapiens), P48145. hit rate 1.1% among 290,000; in the data active = inhibition above about 16%, passing the limit was not always enough;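 also: cells stimulated with the agonist NPW; 0% = agonist with vehicle and 100% = vehicle without agonist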
Target sequence (P48145 whole entry, looked up): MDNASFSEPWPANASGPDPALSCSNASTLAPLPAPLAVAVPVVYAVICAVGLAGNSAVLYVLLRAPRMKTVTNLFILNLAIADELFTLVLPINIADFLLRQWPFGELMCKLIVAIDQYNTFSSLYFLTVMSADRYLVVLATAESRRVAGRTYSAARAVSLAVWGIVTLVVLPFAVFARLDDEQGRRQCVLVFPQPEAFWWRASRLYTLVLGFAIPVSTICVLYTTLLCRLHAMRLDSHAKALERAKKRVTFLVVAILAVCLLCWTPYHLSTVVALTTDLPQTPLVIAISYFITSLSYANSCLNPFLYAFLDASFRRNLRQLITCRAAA
GalR3 antag = GalR3 antagonists in HEK293 cells, primary screen, cell-based, fluorescence readout; HEK293 GalR3-CNG cAMP membrane potential fluorescence; galR3 body fused to GalR1 C-terminus; inhibition, % at 3 µM; Galanin receptor type 3 (Homo sapiens), O60755; hit rate 0.44% among 360,000;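 active = inhibition above the screen-wide average plus 3 SD, cut at about 13% in these data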;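 also: forskolin and galanin both at EC90 stimulate the cells; cAMP rise reported by CNG channel membrane potential dye signal; 0% = forskolin plus galanin with DMSO and 100% = forskolin alone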
NALP1 yeast inh = NALP1 inflammasome inhibitors in reconstituted yeast, colorimetric, S. cerevisiae, triplicate retest | S. cerevisiae NALP1/ASC/caspase-1 growth, X-gal OD620, 72 h | inhibition, % at 10 µM | hit rate 0.61% among 280,000 | AID 2071, 2009; in the data active = inhibition mostly above about 24%, no sharp cut-off; inactive = mostly below about 32%; also: some compounds called inactive have numbers as strong as hits
V1R ag counter = agonists of human V1a receptor, primary screen, counter-screen for OXTR agonist project, fluorescence, CHO-V1R cells | Vasopressin V1a receptor (Homo sapiens), P37288 | Fluo-8 calcium fluorescence, agonist mode; 0% DMSO, 100% 3 nM vasopressin | activation, % at 3 µM | hit rate 0.25% among 320,000;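 active = activation above the mean activation of all tested compounds plus 3 SD, per screening run, cut at about 20% in these data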;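 also: signal is peak over basal fluorescence ratio across a 100 second FLIPR read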
* hit, by the source's call; · = not tested or not shown; [ ] = remark or other dose.

Under each structure – MEKK2wt PB1 HTS, MEKK2 mut-MEK5, MEKK3 PB1 HTS, OXTR ag, PHOSPHO1 inh, GPR7 antag, GalR3 antag, NALP1 yeast inh, V1R ag counter
1	CCCCN1C(=O)/C(=C2/Sc3ccc(Cl)cc3N2CC)SC1=S
    108, 4, 111, -0.2, 19, -11, ·, 13, 1.0
2	CCOC(=O)c1cccc(NC(=O)CCc2ccccc2)c1
    66, -11, 56, -2.5, 46, 1, 2, 9, -1.5
3	CCc1nnc2n1N=C(c1ccc(OC)cc1)CS2
    100, 2, 80, -2.1, 1, -2, -5, 7, -0.5
4	COCCN(C(=O)c1ccco1)c1nc(-c2ccccc2)cs1
    107, 3, 106, -1.0, 34, -10, -8, 18, 1.2
5	CC(C)Cc1cc(CNC(=O)C2CCC(=O)N(CCc3cccc(F)c3)C2)on1 (configuration not stated)
    105, -2, 102, 0.6, -32, 15, -5, 23, 1.7
6	COc1ccc(OCC(=O)Nc2c(C(=O)N3CCC(N4CCCCC4)CC3)oc3ccccc23)cc1
    106, -1, 97, -0.4, 2, 1, -8, 19, -0.3
7	O=C(CSc1nnc(CNC(=O)c2cccs2)o1)NC1CCCCC1
    102, 5, 103, -0.2, 40, -3, -2, 8, 0.1
8	Cc1cc(-n2ccnc2)n2c(nc3ccccc32)c1C#N
    98, 3, 99, 1.4, 11, -8, -11, 9, 0.8
9	O=C(CSc1nc(-c2ccc(F)cc2)cs1)N1CCc2ccccc21
    92, -3, 93, -0.9, -3, -4, ·, 0, -0.1
10	CN(Cc1ccccc1)C(=O)COc1ccc(-c2nnco2)cc1
    92, -2, 90, -0.1, 14, -14, 10, 25, 0.4
11	COc1cc(Cl)ccc1OCc1cc(C(=O)N2C[C@]3(C)C[C@H]2CC(C)(C)C3)no1
    106, 6, 110, 1.0, 19, -10, -3, 10, 1.8
12	CCOc1ccc(-n2nnnc2SCC(=O)Nc2cccc(O)c2)cc1
    113, 11, 113, 6.3, 24, -15, -1, 8, 4.5
13	COc1ccc(CNC(=O)Nc2cccc(Cl)c2)cc1
    103, 1, 103, ·, 37, -5, ·, -4, ·
14	CCOC(=O)c1cc(-c2ccccc2)sc1NC(=O)C(C)N1C(=O)c2ccccc2C1=O (configuration not stated)
    105, 0, 136*, 0.2, 2, -7, -3, 14, 0.6
15	CCN(CC)S(=O)(=O)c1ccc(N2CCOCC2)c(NC(=O)c2cc(=O)[nH]c3ccccc23)c1
    86, -9, 69*[inhibitor], 0.9, 32, -11, -4, 18, 0.8
16	Cc1cccc(-n2c3nc(=O)[nH]c(=O)c-3cc3cc([N+](=O)[O-])ccc32)c1
    98, -1, 100, 0.8, 12, 9, -2, 13, -0.3
17	COCCNC(=O)c1cccc(OC2CCN(Cc3ccccc3C)CC2)c1
    103, 7, 104, -0.3, ·, -7, -13, -10, 0.9
18	CC(C)CC(CO)N1CCN(C(=O)c2cccc(Cl)c2)CCC1=O (configuration not stated)
    107, 5, 106, 0.9, ·, ·, -1, ·, 0.4
19	COc1cc(OC)c2c(=O)c(OC)c(-c3ccc(OC)c(OC)c3)oc2c1
    99, 4, 109, -0.1, 52, -8, ·, 2, 0.4
20	Cc1nc(NNC(=O)c2ccccc2)cc(-c2ccccc2)n1
    105, 1, 100, 0.8, 3, 8, -3, 18, 1.1
21	Cc1noc(C)c1COC(=O)c1cccc(S(=O)(=O)N2CCCCCC2)c1
    115, 9, 113, 8.6, -2, -1, 80*, -5, 6.1
22	CSc1nnc(-c2sc3cc(C(F)(F)F)cnc3c2-c2cccnc2)n1C
    100, 2, 103, 4.1, 28, 0, 1, -1, -0.7
23	COc1ccc(Cn2nnnc2C(c2ccccc2OC)N2CCC(C(N)=O)CC2)cc1 (configuration not stated)
    101, 4, 103, 1.8, -6, 13, -2, 17, 0.4
24	O=C(NCCc1ccc(Cl)cc1)/C(=C/c1cccnc1)NC(=O)c1ccccc1
    97, -1, 96, -2.7, -4, -3, 0, 12, -0.9
25	Cc1ccc2c(C)c(C(=O)N3CCCCC3CO)oc2c1C (configuration not stated)
    97, -3, 97, -2.0, 4, -1, -8, 32, -2.2
26	CN(C)S(=O)(=O)Nc1cc(Cl)cc(Cl)c1
    107, 4, 104, 0.3, 17, -4, -2, 8, 0.4
27	COc1ccc(OC)c(N(CC(=O)Nc2ccc3c(c2)OCO3)S(=O)(=O)c2ccccc2)c1
    92, -3, 97, -0.8, -10, 3, -2, 33, -0.7
28	CCOc1ccc(N(CC(=O)NC(C)(C)C)S(=O)(=O)c2c(C)noc2C)cc1
    103, 4, 104, -2.1, -5, -6, 1, -4, -1.8
29	CCc1ccc(S(=O)(=O)NCc2csc(-c3ccccc3)n2)s1
    98, 5, 102, -1.6, -7, 0, -2, 5, 0.3
30	Cc1cc(C(=O)COC(=O)c2cccnc2Cl)c(C)n1-c1c(C)n(C)n(-c2ccccc2)c1=O
    97, -2, 100, 0.0, -6, -5, -4, 1, 0.8

Continued; the last two above are carried over.
Under each structure – MEKK2wt PB1 HTS, MEKK2 mut-MEK5, MEKK3 PB1 HTS, OXTR ag, PHOSPHO1 inh, GPR7 antag, GalR3 antag, NALP1 yeast inh, V1R ag counter
29	CCc1ccc(S(=O)(=O)NCc2csc(-c3ccccc3)n2)s1
    98, 5, 102, -1.6, -7, 0, -2, 5, 0.3
30	Cc1cc(C(=O)COC(=O)c2cccnc2Cl)c(C)n1-c1c(C)n(C)n(-c2ccccc2)c1=O
    97, -2, 100, 0.0, -6, -5, -4, 1, 0.8
31	CC(C)CNC(=O)COC(=O)c1cc(S(=O)(=O)N(C)C)ccc1N1CCCC1
    96, -4, 98, -0.6, 29, 1, -4, 8, -0.2
32	COc1ccc(CNC(=O)CCCc2ccccc2)cc1
    99, -2, 94, -1.7, 2, -6, 3, 29, 0.4
33	COCCCNC(=O)c1cc2c(s1)CS(=O)(=O)C2
    107, 6, 109, 1.2, 12, -16, -4, 8, 0.8
34	COc1ccc(NC(=O)C(CC(C)C)NC(=O)c2ccccc2C)cn1 (configuration not stated)
    106, 2, 111, -1.4, 16, 5, 0, 9, 0.3
35	Cc1cc(Nc2ccc(C(C)C)cc2)n2ncnc2n1
    96, 1, 94, -1.8, -9, -4, -1, 21, -2.3
36	CCc1cc2c3c(c1)C1(C(=O)N3C(C)(C)CC2C)C(C#N)=C(N)N2C(=C1C#N)Nc1ccccc12 (configuration not stated)
    96, 1, 99, -1.4, 11, 6, -10, 39, 0.7
37	COc1ccc(NC(=S)NCCNC(C)=O)cc1
    104, 2, 105, 1.6, -1, -11, -4, 2, 0.1
38	Cc1ccc(C(=O)NCC(=O)OC(C)C(=O)Nc2ccc(N3CCOCC3)cc2)s1 (configuration not stated)
    102, 1, 101, -0.1, 11, 1, -3, -8, -0.5
39	COc1ccc(NC(=O)CC2CCCC2)cc1S(=O)(=O)N1CCCCC1
    97, -2, 93, 4.7, -25, -1, -5, 31, 4.0
40	O=C(O)CSc1nnc(-c2ccc(Cl)cc2)n1-c1ccccc1
    104, 0, 104, -0.4, 4, -2, -3, 11, -0.7
41	COc1ccc(NC(=O)CC(=O)Nc2ccc(OC)cc2OC)c(OC)c1
    98, 0, 99, -0.1, 4, -15, -4, -11, 0.6
42	COCCNC(=O)c1cnn2c(C(F)(F)F)cc(-c3ccc(C)cc3)nc12
    88, -8, 100, -1.2, 37, 2, -1, 10, -0.5
43	Cc1ccc(-n2nc3c4c(cccc4c2=O)-c2ccccc2-3)cc1
    102, 3, 108, -1.2, 18, -9, -2, -14, -0.3
44	CC(=O)NC1N=C(C)N(c2ccccc2)C1=O (configuration not stated)
    100, 5, 100, -1.6, 100*, -12, 3, 23, 0.5
45	CC(=O)Nc1ccc(NC(=O)COC(=O)c2ccc(C)s2)cc1
    94, 1, 84, 4.2, 27, 2, -2, 0, -0.3
46	CCC(=O)OCC(=O)N=c1sccn1Cc1ccccc1Cl
    107, 12, 105, -0.3, 25, -8, -1, 0, 0.7
47	CCOc1ccc(NC2=NCCC(=O)N2Cc2cccs2)cc1
    103, 0, 98, -1.0, -3, -10, 1, 1, 0.2
48	Cc1cccc(N2CCN(c3ccc(N4C(=O)CCCC4=O)cc3[N+](=O)[O-])CC2)c1C
    98, -2, 101, 1.0, -2, -4, -3, 36, 0.9
49	COc1ccc(N(CC(=O)Nc2c(C)n(C)n(-c3ccccc3)c2=O)S(=O)(=O)c2ccc(C)cc2)cc1
    92, -8, 101, 0.4, -21, -1, -3, -2, 0.0
50	COCCNC(=O)C(c1ccc(F)cc1)N(C(=O)CCC(=O)Nc1nccs1)c1cccc(C)c1 (configuration not stated)
    86, -8, 94, 2.0, 0, -4, -6, 5, 1.0
51	O=C(O)CCCCCN1C(=O)/C(=C\c2ccc(-c3ccc(Cl)cc3)o2)SC1=S
    78, -20, 89, 2.3, -2, -9, 0, ·, -0.1
52	O=C(c1cccc(OC2CCN(C3CCCC3)CC2)c1)N1CCCCCCC1
    84, -10, 100, 0.9, -19, -10, -3, 2, 0.7

7 of the compounds above, with tabs:
cpd	Compound	MEKK2wt PB1 HTS	MEKK2 mut-MEK5	MEKK3 PB1 HTS	OXTR ag	PHOSPHO1 inh	GPR7 antag	GalR3 antag	NALP1 yeast inh	V1R ag counter
46	CCC(=O)OCC(=O)N=c1sccn1Cc1ccccc1Cl	107	12	105	-0.3	25	-8	-1	0	0.7
47	CCOc1ccc(NC2=NCCC(=O)N2Cc2cccs2)cc1	103	0	98	-1.0	-3	-10	1	1	0.2
48	Cc1cccc(N2CCN(c3ccc(N4C(=O)CCCC4=O)cc3[N+](=O)[O-])CC2)c1C	98	-2	101	1.0	-2	-4	-3	36	0.9
49	COc1ccc(N(CC(=O)Nc2c(C)n(C)n(-c3ccccc3)c2=O)S(=O)(=O)c2ccc(C)cc2)cc1	92	-8	101	0.4	-21	-1	-3	-2	0.0
50	COCCNC(=O)C(c1ccc(F)cc1)N(C(=O)CCC(=O)Nc1nccs1)c1cccc(C)c1 (configuration not stated)	86	-8	94	2.0	0	-4	-6	5	1.0
51	O=C(O)CCCCCN1C(=O)/C(=C\c2ccc(-c3ccc(Cl)cc3)o2)SC1=S	78	-20	89	2.3	-2	-9	0	·	-0.1
52	O=C(c1cccc(OC2CCN(C3CCCC3)CC2)c1)N1CCCCCCC1	84	-10	100	0.9	-19	-10	-3	2	0.7
